TDP1 cell CPT: DT40-hTDP1 cell growth loss with CPT; chicken DT40 Tdp1-/-;hTDP1 cells + 20 nM CPT, ATP luminescence, 48 h; Potency, µM (highest dose often 46.2 µM), for inactives: top-dose activity change, negative = growth inhibition, hits mostly inhibitors; 420,000 compounds, 12% hits; note: nearly all actives have a fitted effect of over 55% in size
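Chicken DT40 Tdp1-/- cells stably complemented with human TDP1 were seeded at 400 cells/well in medium containing 20 nM camptothecin, exposed to pin-transferred compounds, and grown at 37 °C for at least 48 hr. Viability was read as ATP luminescence.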
TDP1 inh: TDP1 (human) enzyme inhibition; recombinant TDP1, AlphaScreen DNA substrate cleavage; Potency, µM (titrated, usually from 130 µM), for inactives: top-dose activity change, negative = inhibition, most hits filed as inhibitors; 350,000 compounds, 0.28% hits; AID 485290; note: nearly all actives have a fitted effect of over 40% in size
Target sequence (Q9NUW8 whole entry, looked up): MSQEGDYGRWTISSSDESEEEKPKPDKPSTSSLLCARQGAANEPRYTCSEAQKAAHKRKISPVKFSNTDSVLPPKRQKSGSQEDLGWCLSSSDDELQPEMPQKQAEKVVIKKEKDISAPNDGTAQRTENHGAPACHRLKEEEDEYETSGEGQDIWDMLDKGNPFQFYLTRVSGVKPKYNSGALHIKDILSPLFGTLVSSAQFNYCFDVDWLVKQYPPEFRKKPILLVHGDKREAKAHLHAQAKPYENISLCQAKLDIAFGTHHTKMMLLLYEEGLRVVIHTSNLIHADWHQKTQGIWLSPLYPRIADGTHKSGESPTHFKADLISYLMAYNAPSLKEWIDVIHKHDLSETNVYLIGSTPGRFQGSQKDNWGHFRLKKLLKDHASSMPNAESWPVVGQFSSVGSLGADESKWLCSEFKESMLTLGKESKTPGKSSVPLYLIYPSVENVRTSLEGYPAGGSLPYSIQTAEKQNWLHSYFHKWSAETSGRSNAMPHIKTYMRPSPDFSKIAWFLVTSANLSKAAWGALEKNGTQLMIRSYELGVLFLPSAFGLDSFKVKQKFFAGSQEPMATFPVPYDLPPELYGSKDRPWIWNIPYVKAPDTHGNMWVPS
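E. coli-derived human Tdp1, 1 nM final. Cpd preinc 15 min RT; substrate 15 nM final, 5 min RT; AS bead mix 10 ug/ml final, 10 min RT. Signal loss = tyrosine-FITC cleavage. No-enzyme wells = max signal.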
DT40 TDP1 no CPT: qHTS for Inhibitors of human tyrosyl-DNA phosphodiesterase 1 (TDP1): qHTS in cells in absence of CPT | DT40 Tdp1-/- hTDP1 cells, no CPT, ATP luminescence, 48 h | Potency, µM (titrated, usually from 46.2 µM), for inactives: at the highest dose activity change, negative = growth inhibition, hits mostly inhibitors | 420,000 compounds, 15% hits | AID 686978, 2013; note: nearly all actives have a fitted effect of over 55% in size
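No-CPT arm: Tdp1-/-;hTDP1 DT40 cells (400/well) plus compounds, incubated ≥48 hr at 37 °C. Readout CellTiter-Glo luminescence.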
Starred values were filed as active, the others as inactive; ? = inconclusive; . = no result given; [ ] = remark or other dose. Calls come from the whole dose curve; as a rule, active = well fitted curve in the direction sought with a large enough effect; inconclusive = small, poorly fitted or top-dose-only effect, or another doubt; inactive = no such curve, though single readings can be large; an effect the other way counts as inactive or inconclusive. % is set by controls: 0 for no effect and ±100 for the full control effect; potency is the fitted concentration of half-maximal effect.

SMILES | TDP1 cell CPT | TDP1 inh | DT40 TDP1 no CPT
C(=N\c1nc2ccccc2n1CCN1CCCCC1)/c1cccs1 | -14% | 4% | -7%
O=c1cc(C(F)F)oc2c1ccc1ccccc12 | -21% | -11% | -13%
CCOC(=O)c1[nH]c(C)c(C(=O)N2CCc3ccccc32)c1C | 0.82µM* | 5% | 0.92µM*
CC(=O)NC12CC3CC(C1)CC(C(=O)Nc1ccc(C)c(S(=O)(=O)N4CCCCCC4)c1)(C3)C2 | ? | . | ?
CN(C)c1ccc(C=Nc2cnn(C)c2C(N)=O)cc1 | -11% | 5% | -5%
O=C(NCc1ccccc1)C(=O)Nc1nc(-c2ccccc2)cs1 | -8% | . | ?
Cc1ccc(NS(=O)(=O)c2c(C)ccc3nsnc23)c([N+](=O)[O-])c1 | -8% | . | 6%
O=C(Nc1cc(S(=O)(=O)N2CCOCC2)ccc1N1CCCCC1)c1ccccc1 | ? | 3% | 21µM*
CCN(CC)S(=O)(=O)c1ccc(Oc2ccccc2)cc1 | -18% | -11% | 3%
CCOC(=O)c1sc2ccccc2c1S(=O)(=O)Nc1ccc(C(C)=O)cc1 | 0% | 3% | 3%
CSc1ccc(OC2(C)CCN(Cc3ccc(C(C)C)cc3)C2)cc1 (stereo not drawn) | ? | . | 18µM*
COc1cc(NC(=O)C(NS(=O)(=O)c2ccc3c(c2)CCCC(=O)N3)C(C)C)cc(OC)c1 (stereo not drawn) | 2% | 3% | -5%
COc1ccc(NS(=O)(=O)c2cccc(C(=O)O)c2)cc1 | 3% | 2% | -3%
CCOc1ccc(NC(=O)CSc2n[nH]c(=O)n2-c2ccccc2)cc1 | -3% | 0% | -19%
O=S1(=O)CC(N2CCCCC2)CN1Cc1ccc(F)cc1 (stereo not drawn) | -2% | . | -17%
O=C(c1cccs1)N1CCCc2cc(NS(=O)(=O)c3ccc(F)cc3)ccc21 | 21µM* | 9% | -79%
Cc1ccc(C(=O)N/C(=C\c2cccc([N+](=O)[O-])c2)C(=O)OCN2C(=O)c3ccccc3C2=O)cc1 | ? | 3% | ?
COC(=O)C(C)N=Cc1ccccc1 (stereo not drawn) | -12% | -3% | -3%
Cc1ccccc1OCCC(=O)N1CCN(S(=O)(=O)c2ccccc2F)CC1 | -2% | -2% | -22%
COc1ccc(C)cc1NC(=O)CN1CCN(c2ccccn2)CC1 | -17% | . | ?
CC1=NNC(=O)C1CC(=O)N/N=C/C=C/c1ccccc1 (stereo not drawn) | -10% | 2% | -1%
COc1ccc(NC(C)=O)cc1NC(=O)CN1CCN(CC(=O)Nc2ccc(Cl)cc2)CC1 | -18% | 6% | -14%
NS(=O)(=O)c1ccc(CNC(=O)c2ccc(S(=O)(=O)NCc3ccco3)cc2)cc1 | 2% | -4% | -8%
CC(=O)N1c2ccccc2C(=O)C1N1CCN(c2ccc(Cl)cc2)CC1 (stereo not drawn) | -8% | 3% | ?
CCOc1ccc(N2C(=O)CC(N(Cc3ccco3)C(=O)CC)C2=O)cc1 (stereo not drawn) | -10% | -8% | 8%
CCCN(C(=O)Cn1cnc2sc(C)c(S(=O)(=O)N3CCN(c4ncccn4)CC3)c2c1=O)c1cccc(C)c1 | -26% | 4% | 15µM*
NC(=O)/C=C/C(=O)Nc1ccc(Cl)cc1 | 3.3µM* | 2% | 8.2µM*
COc1cc(C(=O)Nc2ccccc2-c2nnn(CC(N)=O)n2)cc(OC)c1OC | 14% | 6% | 0%
COc1ccc2oc(C(=O)OC(C)C(=O)Nc3ccc(N4CCOCC4)cc3)c(C)c2c1 (stereo not drawn) | 0% | -5% | 11%
CCc1[nH]nc2c1C(c1cccnc1)C(C#N)=C(N)O2 (stereo not drawn) | 1% | 2% | -12%
Cc1occc1-c1nnc(SCC(=O)N2CCOCC2)n1Cc1ccco1 | -2% | 5% | -8%
NC(=O)C1CCN(CC(O)CSc2ccccc2)CC1 (stereo not drawn) | 7% | -1% | -4%
COc1ccccc1OCc1nc(Cc2ccc(Cl)cc2)no1 | -9% | -5% | -2%
O=C(Cn1cc(C(F)(F)F)ccc1=O)N1CCCc2ccccc21 | 11% | 1% | -4%
COc1cc(C)ccc1OCc1cc(C(=O)NC(C)Cn2cncn2)no1 (stereo not drawn) | -1% | 2%[56.1 µM] | -4%
COc1cc(NC(=O)CN2CCCN(S(=O)(=O)c3ccc(F)cc3)CC2)cc(OC)c1 | ? | 8% | ?
CC(=O)c1c(N)n(C)c(=O)n(C)c1=O | -7% | 8% | 0%
COc1cccc(NC(=O)c2ccc(NCCCN3CCC(C)CC3)c([N+](=O)[O-])c2)c1 | ? | 2% | 16µM*
C/C(=N\NC(=O)c1c(-c2ccccc2Cl)noc1C)c1cccc(NC(=O)C(C)C)c1 | ? | 3% | 23µM*
C=CCNC(=O)/C(C#N)=C\c1cc(Cl)c(OCC)c(OC)c1 | ? | -3% | ?
CCCC(=O)Nc1c(-c2ccccc2Cl)c(=O)c2ccccc2n1C | ? | . | 8%
Cc1ccc(OC(=O)CCC(=O)Nc2ccc(C)c(C)c2)cc1 | -13% | . | 0%
COc1ccc(-c2cc(C(=O)O)c3sc(N4CCCCC4)nc3n2)cc1OC | -11% | 6% | -9%
CN(C)S(=O)(=O)c1ccc(C(=O)NCCc2ccco2)cc1 | -8% | 2% | 23µM*
N#CC1=C(N)N2C(=C(C#N)C1c1cccc(Br)c1)Nc1ccccc12 (stereo not drawn) | 3.7µM* | 1% | 3.3µM*
COC(=O)c1ccc(OCC(O)CN2CCN(C(=O)c3ccco3)CC2)c(OC)c1 (stereo not drawn) | 4% | 11% | -12%
COc1ccc(/C=N/Nc2nc3ccccc3[nH]2)cc1OC | ? | 11% | ?
O=C(COc1ccccc1Cl)NCCNC(=O)c1ccco1 | 3% | 1% | -1%
CCOC(=O)c1cc(CC)sc1NC(=O)COC | ? | 1% | -14%
COC(=O)NNC(=O)/C=C/c1ccccc1 | -10% | -5% | -3%
O=C1NC(=S)N(C(=O)c2ccc(F)cc2)/C1=C/c1cccnc1 | 0% | 5% | ?
O=S(=O)(c1ccccc1)n1nc(-c2ccc(Cl)cc2)nc1NCc1ccccc1 | ? | -3% | 16µM*
COc1ccc(-c2nc3sc(CCNC(=O)c4ccccc4C)c(C)n3n2)cc1 | ? | 3% | ?
COc1ccc(NC(=O)c2ccc[n+]([O-])c2)cc1 | -16% | . | 16%
Cc1ccc(OCC(=O)Nc2ccccc2-c2ccccc2NC(=O)COc2ccc(C)cc2)cc1 | ? | 3% | 21µM*
Cc1ccc(CN2C(=O)CN(S(C)(=O)=O)CC2(C)C(=O)NC(C)C)cc1 (stereo not drawn) | 13% | . | 1%
CCn1c(SCC(=O)Nc2ccc(N3CCOCC3)cc2)nnc1-c1ccncc1 | -2% | . | -15%
CCc1ccc(CN2CCc3nc(N4CCN(CC)CC4)ncc3C2)cc1 | ? | 4% | 16µM*
O=C(c1cc2c(=O)n3ccccc3nc2s1)N1CCN(Cc2ccccc2)CC1 | ? | 5% | ?
Cc1cc(N2CCOCC2)n2cc(-c3ccc(F)cc3)nc2n1 | ? | 0% | ?
Next part.
SMILES | TDP1 cell CPT | TDP1 inh | DT40 TDP1 no CPT
COc1ccccc1NS(=O)(=O)c1ccc(C)c(C(=O)NCC2CCCO2)c1 (stereo not drawn) | -1% | 6% | 0%
CC1CC(C)CN(C(=O)COC(=O)COc2ccccc2C#N)C1 (stereo not drawn) | 8% | 0% | -2%
CCN(CC)C(=O)Cn1c(=O)n(-c2ccc(C)c(C)c2)c(=O)c2c(C)c(C(=O)N(CC)CC)sc21 | -13% | 8% | -3%
O=C(O)c1ccc(C2NCC(c3ccccc3Cl)c3c2[nH]c2ccccc32)cc1 (stereo not drawn) | 4% | 8% | 16%
C=CCN1C(=O)C(O)(CC(=O)c2ccc(N)cc2)c2ccccc21 (stereo not drawn) | ? | 1% | ?
Cc1ccc(NC(=O)Cn2c(-c3nonc3N)nc3ccccc32)c(Br)c1 | -1% | 7% | ?
O=C(C[n+]1ccccc1)N/N=C/c1ccc(Cl)c(Cl)c1 | -5% | . | -7%
CC(=O)N1CCC(N(CCN2CCOCC2)C(=O)Nc2ccc(Cl)c(Cl)c2)CC1 | 10% | . | -10%
CCOC(=O)COn1c(=O)c(-c2ccc(Cl)cc2)[n+]([O-])c2ccccc21 | -1% | . | 2%
CC(=O)Nc1ccc(C(=O)NNC(=O)C2C3CCCCC32)cc1 (stereo not drawn) | 0% | 4% | 3%
COc1ccc(C(=O)/C=C/c2ccc(OC)cc2OC)c(O)c1 | ? | 6% | ?
COc1ccc(N2CCN(C(=O)C(=O)c3c(C)[nH]c4ccccc34)CC2)cc1 | -18% | 7% | ?
Cc1ccc(N=CNc2ccc(C)cc2C)c(C)c1 | -1% | . | 2%
Cc1cc(NC(=O)CCN2C(=O)/C(=C/c3ccccc3Cl)SC2=S)no1 | -27% | 1% | -19%
CC(C)NC(=O)C1(C)CSCC(=O)N1Cc1ccco1 (stereo not drawn) | 26% | . | 11%

Profiles as entered above:
Entry for O=C(C[n+]1ccccc1)N/N=C/c1ccc(Cl)c(Cl)c1 : TDP1 cell CPT: -5%; TDP1 inh: .; DT40 TDP1 no CPT: -7%
Entry for O=C(O)c1ccc(C2NCC(c3ccccc3Cl)c3c2[nH]c2ccccc32)cc1 (stereo not drawn) : TDP1 cell CPT: 4%; TDP1 inh: 8%; DT40 TDP1 no CPT: 16%

Remaining list, next part:
SMILES | TDP1 cell CPT | TDP1 inh | DT40 TDP1 no CPT
O=C(Nc1nc2ccccc2s1)c1ccccc1 | ? | 8% | -25%
CCOc1ccccc1NC(=O)N1CCN(S(C)(=O)=O)CC1 | 4% | 6% | -11%
O=C(Cc1cccc2ccccc12)NNC(=O)c1cccs1 | -6% | 3% | -1%
COc1cc2c(-c3ccc4cc[nH]c4c3)c(-c3ccc(C#N)cc3)oc(=O)c2cc1OC | 5.8µM* | 0% | 9.2µM*

16 entries from above, set out differently:
structure,TDP1 cell CPT,TDP1 inh,DT40 TDP1 no CPT
CC1CC(C)CN(C(=O)COC(=O)COc2ccccc2C#N)C1 (stereo not drawn),8%,0%,-2%
CCN(CC)C(=O)Cn1c(=O)n(-c2ccc(C)c(C)c2)c(=O)c2c(C)c(C(=O)N(CC)CC)sc21,-13%,8%,-3%
O=C(O)c1ccc(C2NCC(c3ccccc3Cl)c3c2[nH]c2ccccc32)cc1 (stereo not drawn),4%,8%,16%
C=CCN1C(=O)C(O)(CC(=O)c2ccc(N)cc2)c2ccccc21 (stereo not drawn),?,1%,?
Cc1ccc(NC(=O)Cn2c(-c3nonc3N)nc3ccccc32)c(Br)c1,-1%,7%,?
O=C(C[n+]1ccccc1)N/N=C/c1ccc(Cl)c(Cl)c1,-5%,.,-7%
CC(=O)N1CCC(N(CCN2CCOCC2)C(=O)Nc2ccc(Cl)c(Cl)c2)CC1,10%,.,-10%
CCOC(=O)COn1c(=O)c(-c2ccc(Cl)cc2)[n+]([O-])c2ccccc21,-1%,.,2%
CC(=O)Nc1ccc(C(=O)NNC(=O)C2C3CCCCC32)cc1 (stereo not drawn),0%,4%,3%
COc1ccc(C(=O)/C=C/c2ccc(OC)cc2OC)c(O)c1,?,6%,?
COc1ccc(N2CCN(C(=O)C(=O)c3c(C)[nH]c4ccccc34)CC2)cc1,-18%,7%,?
Cc1ccc(N=CNc2ccc(C)cc2C)c(C)c1,-1%,.,2%
Cc1cc(NC(=O)CCN2C(=O)/C(=C/c3ccccc3Cl)SC2=S)no1,-27%,1%,-19%
CC(C)NC(=O)C1(C)CSCC(=O)N1Cc1ccco1 (stereo not drawn),26%,.,11%
O=C(Nc1nc2ccccc2s1)c1ccccc1,?,8%,-25%
CCOc1ccccc1NC(=O)N1CCN(S(C)(=O)=O)CC1,4%,6%,-11%
